Compound activity: PubChem BioAssay, National Center for Advancing Translational Sciences (NCATS)
NPSR antag: antagonists of human neuropeptide S receptor cAMP signaling. Potency, µM (titrated, usually from 38.3 µM), without a hit: at the highest dose activity change, negative = inhibition, usual class: inhibitors. Q6W5P4. CHO-NPSR cells, cAMP TR-FRET, antagonist mode. hit rate 1% among 220,000; also: % is scaled to controls: 0 for no effect and ±100 for the full control effect; nearly all actives have a fitted effect of over 50% in size; many of its hits are not listed in these tables
Target sequence (Q6W5P4 whole entry, looked up): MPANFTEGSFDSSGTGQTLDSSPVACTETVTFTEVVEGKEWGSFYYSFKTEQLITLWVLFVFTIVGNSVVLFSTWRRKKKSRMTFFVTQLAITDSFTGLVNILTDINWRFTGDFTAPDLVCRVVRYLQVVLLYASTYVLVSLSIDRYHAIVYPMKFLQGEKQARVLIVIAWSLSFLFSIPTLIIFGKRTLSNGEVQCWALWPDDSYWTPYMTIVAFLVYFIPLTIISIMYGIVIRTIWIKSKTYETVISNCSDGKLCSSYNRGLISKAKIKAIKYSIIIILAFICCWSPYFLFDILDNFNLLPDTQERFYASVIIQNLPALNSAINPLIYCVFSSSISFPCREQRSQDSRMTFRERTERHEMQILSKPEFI
GAA inh: alpha-glucosidase (human) inhibition; Potency, µM (titrated, usually from 76.9 µM), inactives show at the highest dose activity change, negative = inhibition, actives largely listed as inhibitors; purified human GAA, 4-MU-alpha-glucoside fluorescence; hit rate 0.005% among 200,000; P10253;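 also: plate controls were uninhibited enzyme wells for no effect and no-enzyme background for full effect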
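Compounds are titrated up to 77 uM against 4 nM human enzyme. Substrate 4-methylumbelliferyl-alpha-D-pyranoside (400 uM) reacts 20 min at room temperature in pH 5.0 buffer; liberated 4-methylumbelliferone is read at 440 nm.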
Tau fluor counter: counter-screen for tau fibril formation inhibitors. tau K18 P301L Alexa594 fluorescence, heparin fibrillization. Potency, µM (doses to about 57.7 µM), without a hit: at the highest dose activity change, negative = decrease. hit rate 0.93% among 280,000. AID 1463; also: % is scaled to controls: 0 for no effect and ±100 for the full control effect; nearly all actives have a fitted effect of over 55% in size
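Human tau K18 P301L (15 uM unlabeled, 0.24 uM Alexa 594-labeled) in 100 mM sodium acetate pH 7 with 20 uM heparin, 6 hr at 37 C. ThT 30 uM added, 1 hr ambient; Alexa 594 FP and total fluorescence read at 555/632 nm.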
Epigenetic reg: derepresses silenced GFP reporter in murine cells; murine LDR cells, GFP reporter derepression, 30 h; AID 1865; hit rate 0.2% among 280,000; Potency, µM (top dose mostly 53.9 µM), without a hit: top-dose GFP activation, hits mostly activators; also: % of control where 0% means no effect; nearly all actives have a fitted effect of over 60% in size
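In this reporter-derepression format, murine cells bearing a silenced integrated CMV-GFP locus incubate with test compound (30 h, 37 C), then are washed and imaged; fluorescent objects of 20–120 um count as induced cells.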
aGal spleen mod: inhibitors or activators of human alpha-galactosidase in spleen homogenate | P06280 | human spleen homogenate, 4MU-alpha-Gal fluorescence, 40 min | Potency, µM (titrated, usually from 80 µM), inactives show top-dose activity change, negative = inhibition, most hits filed as inhibitors | hit rate 0.008% among 240,000 | AID 2107;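 also: 0% = enzyme with vehicle and -100% = no enzyme basal signal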
Target sequence (P06280 32-429 limits assumed): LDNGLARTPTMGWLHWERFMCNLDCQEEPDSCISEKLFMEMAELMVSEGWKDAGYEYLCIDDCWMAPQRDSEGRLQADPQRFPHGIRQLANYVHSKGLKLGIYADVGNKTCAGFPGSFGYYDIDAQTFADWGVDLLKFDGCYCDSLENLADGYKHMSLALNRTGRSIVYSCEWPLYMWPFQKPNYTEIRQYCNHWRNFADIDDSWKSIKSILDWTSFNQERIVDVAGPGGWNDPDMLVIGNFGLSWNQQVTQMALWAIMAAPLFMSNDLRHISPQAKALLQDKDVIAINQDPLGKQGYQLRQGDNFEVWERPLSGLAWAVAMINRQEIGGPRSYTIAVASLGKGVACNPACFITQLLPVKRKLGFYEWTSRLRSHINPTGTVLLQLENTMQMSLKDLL
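qHTS titration in buffer at pH 5.0. Alpha-galactosidase activity in spleen homogenate was measured via 4-methylumbelliferone release from 1 mM fluorogenic substrate after 40 min at 37C and a pH 10 stop. AC50 came from Hill fits of control-normalized data.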
ALDH1A1 inh: inhibitors of human aldehyde dehydrogenase 1A1; Potency, µM (top dose mostly 75.3 µM), without a hit: top-dose activity, negative = inhibition, hits mostly inhibitors; Purified ALDH1A1, NADH fluorescence, propionaldehyde substrate; hit rate 7.3% among 220,000; P00352; AID 1030; active = well fitted inhibition curve with a large enough effect, not every such curve was filed as active; inconclusive = small, poorly fitted or top-dose-only effect, or another doubt; inactive = no such curve, though single readings can be large or run the other way;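 also: plate controls were no enzyme wells and a reference inhibitor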
GAA glycogen mod: alters human alpha-glucosidase cleavage of glycogen; P10253; recombinant GAA, glycogen substrate, Amplex Red glucose oxidase fluorescence; hit rate 0.38% among 300,000; Potency, µM (series often up to 76.4 µM), for inactives: top-dose activity change, negative = inhibition, most hits filed as inhibitors;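 also: 0% = full enzyme reaction and -100% = no-enzyme basal signal; the screen sought inhibitors and activators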
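Recombinant human alpha-glucosidase (4 nM final) hydrolysed bovine liver glycogen (30 ug) for 40 min at 37 C in pH 5.0 citrate/phosphate with 0.01% Tween-20. Released glucose detected by glucose oxidase/Amplex Red, Ex 573/Em 610 nm. Compounds up to 77 uM; AC50 from Hill fits.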
GAA spleen mod: inhibitors or activators of human alpha-glucosidase in spleen homogenate; human spleen homogenate, 4-MU-alpha-glucoside fluorescence; Potency, µM (highest dose often 79.9 µM), without a hit: at the highest dose activity change, negative = inhibition, most hits filed as inhibitors; hit rate 0.006% among 240,000; AID 2112;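 also: 0% = enzyme with vehicle and -100% = no enzyme basal signal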
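AC50 values come from Hill-equation fits of concentration-response data, normalized to no-enzyme and full-activity controls. Enzyme source: 1 ug human spleen homogenate; 1 mM fluorogenic 4-MU glucoside, pH 5.0 citrate buffer, 37 C, 40 min.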
The depositor's hits bear a star; [ ] = remark or other dose. Unless noted, calls follow the shape of the dose curve; as a rule, active = well fitted curve in the direction sought with a large enough effect; inconclusive = small, poorly fitted or top-dose-only effect, or another doubt; inactive = no such curve, though single readings can be large; an effect the other way counts as inactive or inconclusive. Potency is read from the fitted curve at half-maximal effect. Some of the compounds tested (hit frequency here may not be typical).

Results for COc1ccc(S(=O)(=O)Nc2ccccc2C(=O)Nc2nc(-c3ccc(F)cc3)cs2)cc1OC ?
NPSR antag: -34%; GAA inh: 12%; Tau fluor counter: inconclusive; Epigenetic reg: -1.3%; aGal spleen mod: 9%; ALDH1A1 inh: inconclusive; GAA glycogen mod: -4%; GAA spleen mod: 2%

Results for CN(Cc1nc(-c2cnccn2)no1)CC(O)c1ccccc1 (stereo unspecified) ?
NPSR antag: -17%; GAA inh: -2%; Tau fluor counter: 1%; Epigenetic reg: 1.5%; aGal spleen mod: 0%; ALDH1A1 inh: -2%; GAA glycogen mod: 12%; GAA spleen mod: -3%

Results for COc1ccc(S(=O)(=O)Cc2ccc(C(=O)N3CCCC3)o2)cc1 ?
NPSR antag: -3%[46.1 µM]; GAA inh: -9%; Tau fluor counter: -8%; Epigenetic reg: 2.9%; aGal spleen mod: -6%; ALDH1A1 inh: inconclusive; GAA glycogen mod: 6%; GAA spleen mod: -4%

Results for COc1cccc(C(=O)NN2C(=O)C3C4C=CC(O4)C3C2=O)c1 (stereo unspecified) ?
NPSR antag: 4%[46.1 µM]; GAA inh: 5%; Tau fluor counter: 0%; Epigenetic reg: 0.7%; aGal spleen mod: 4%; ALDH1A1 inh: 14µM*; GAA glycogen mod: 7%; GAA spleen mod: -7%

Results for CN(Cc1ccco1)c1nc(-c2ccccc2Cl)nc2ccccc12 ?
Tau fluor counter: -20%; Epigenetic reg: 0.1%; aGal spleen mod: 2%; ALDH1A1 inh: -15%; GAA spleen mod: 11%

What do the screens show for `O=C(c1ccc(Cl)c(S(=O)(=O)N2CCCC2)c1)N1CCN(c2ccc(F)cc2)CC1`?
NPSR antag: -9%; GAA inh: -1%; Tau fluor counter: -9%; Epigenetic reg: 0.2%; aGal spleen mod: 0%; ALDH1A1 inh: -8%; GAA glycogen mod: 5%; GAA spleen mod: -3%

Results for CCNC(=O)CN1C(=O)NC(Cc2ccccc2)(Cc2ccccc2)C1=O ?
NPSR antag: 0%; GAA inh: 3%; Tau fluor counter: 4%; Epigenetic reg: -0.3%; aGal spleen mod: 5%; ALDH1A1 inh: -1%; GAA glycogen mod: 4%; GAA spleen mod: -2%

How did CC(C)(C)C(=O)NC(=S)NNC(=O)C(c1ccccc1)c1ccccc1 do in these assays?
NPSR antag: -41%; GAA inh: 2%; Tau fluor counter: -3%; Epigenetic reg: -1.3%; aGal spleen mod: -4%; ALDH1A1 inh: inconclusive; GAA glycogen mod: -1%; GAA spleen mod: 6%

How did COc1cc(C#CC#CCN2CCCCC2)ccc1O do in these assays?
NPSR antag: -23%[7.67 µM]; GAA inh: -8%; Tau fluor counter: -11%; Epigenetic reg: 12%; aGal spleen mod: 18%; ALDH1A1 inh: 1.6µM*; GAA glycogen mod: inconclusive; GAA spleen mod: 8%

Results for CC(=O)c1c(C(C)=O)c(C)n(-c2cccc([N+](=O)[O-])c2)c1C ?
NPSR antag: 8%; GAA inh: 8%; Tau fluor counter: 1%; Epigenetic reg: 0.0%; aGal spleen mod: -18%; ALDH1A1 inh: -7%; GAA glycogen mod: 9%; GAA spleen mod: -5%

What do the screens show for `Cc1ccc(C(C(=O)NC2CCCC2)N(Cc2ccc3c(c2)OCO3)C(=O)Cc2cccs2)cc1` (stereo unspecified)?
NPSR antag: -22%[46.1 µM]; GAA inh: 3%; Tau fluor counter: 9%; Epigenetic reg: 1.2%; aGal spleen mod: 0%; ALDH1A1 inh: 4%; GAA glycogen mod: 5%; GAA spleen mod: -2%

How did CCOC(=O)COc1ccc2c(=O)c(-c3ccc(OC)c(OC)c3)c(C(=O)OCC)oc2c1 do in these assays?
NPSR antag: 10%; GAA inh: 2%[15.4 µM]; Tau fluor counter: -10%; Epigenetic reg: 0.4%; aGal spleen mod: 9%; ALDH1A1 inh: inconclusive; GAA glycogen mod: 0%; GAA spleen mod: 4%

How did Cc1cc(C)cc(OCC(=O)NCc2nc(-c3ccccc3)no2)c1 do in these assays?
NPSR antag: -18%[46.1 µM]; GAA inh: -9%; Tau fluor counter: -16%; Epigenetic reg: -5.7%; aGal spleen mod: 2%; ALDH1A1 inh: -12%; GAA glycogen mod: -10%; GAA spleen mod: -7%

Results for CCOC(=O)c1nn(-c2ccccc2)c(=O)cc1SC1CCCCC1 ?
NPSR antag: -40%; GAA inh: 0%; Tau fluor counter: -5%; Epigenetic reg: -1.9%[10.1 µM]; aGal spleen mod: -8%; ALDH1A1 inh: inconclusive; GAA glycogen mod: -7%; GAA spleen mod: -7%

What do the screens show for `CC1CCCCC1NC(=O)CN1C(=O)c2cccc(N)c2C1=O` (stereo unspecified)?
NPSR antag: 5%; GAA inh: -7%; Tau fluor counter: -1%; Epigenetic reg: -1.9%; aGal spleen mod: -11%; ALDH1A1 inh: -6%; GAA glycogen mod: 1%; GAA spleen mod: -15%

Results for CCOC(=O)C1CCN(Cc2cnc(NC(=O)OC)s2)CC1 ?
NPSR antag: -7%[46.1 µM]; GAA inh: -8%; Tau fluor counter: -7%; Epigenetic reg: -1.1%; aGal spleen mod: -2%; ALDH1A1 inh: 2%; GAA glycogen mod: 14%; GAA spleen mod: 2%

What do the screens show for `CCOC(=O)N1CCN(CC(O)COc2c(OC)cccc2OC)CC1` (stereo unspecified)?
NPSR antag: -7%[46.1 µM]; GAA inh: -12%; Tau fluor counter: 7%; Epigenetic reg: -1.0%; aGal spleen mod: -9%; ALDH1A1 inh: 2%; GAA glycogen mod: 7%; GAA spleen mod: -4%

Results for CC(=O)NC1C(=O)N(CCc2ccccc2)c2ccc(Br)cc21 (stereo unspecified) ?
NPSR antag: -17%[46.1 µM]; GAA inh: -6%; Tau fluor counter: -8%; Epigenetic reg: -0.1%; aGal spleen mod: -4%; ALDH1A1 inh: inconclusive; GAA glycogen mod: -7%; GAA spleen mod: -3%

Results for Cc1ccccc1CC1(CO)CCCN(Cc2cn[nH]c2-c2ccccc2)C1 (stereo unspecified) ?
NPSR antag: 26%; Tau fluor counter: 11%; Epigenetic reg: -1.2%; aGal spleen mod: -6%; ALDH1A1 inh: 1%; GAA glycogen mod: 0%; GAA spleen mod: -5%

Results for Cc1cc2nc(CCN(C(=S)NCC3CCCO3)C3CCCC3)[nH]c2cc1C (stereo unspecified) ?
NPSR antag: inconclusive; GAA inh: 6%; Tau fluor counter: -8%; Epigenetic reg: -0.5%; aGal spleen mod: -6%; ALDH1A1 inh: -12%; GAA glycogen mod: -21%; GAA spleen mod: -20%

How did O=C(CCCC(=O)N1CCc2ccccc21)N1CCc2ccccc21 do in these assays?
NPSR antag: 0%[46.1 µM]; GAA inh: -3%; Tau fluor counter: -1%; Epigenetic reg: 1.8%; aGal spleen mod: -8%; ALDH1A1 inh: 10%; GAA glycogen mod: -3%; GAA spleen mod: -7%

What do the screens show for `CCOC(=O)c1c(N)nn(C(C)=O)c1-c1ccccc1`?
NPSR antag: -6%[46.1 µM]; GAA inh: -4%; Tau fluor counter: -6%; Epigenetic reg: -8.1%; aGal spleen mod: -11%; ALDH1A1 inh: -7%; GAA glycogen mod: -4%; GAA spleen mod: -9%

Results for CC(C)c1ccc(NC(=S)NN2CCOCC2)cc1 ?
NPSR antag: 6%; GAA inh: -7%; Tau fluor counter: 0%; Epigenetic reg: -1.0%; aGal spleen mod: -5%; ALDH1A1 inh: -9%; GAA glycogen mod: -1%; GAA spleen mod: -5%

Results for Cc1ccc(S(=O)(=O)NCC(=O)NCC(=O)OCC(=O)N2CC(=O)Nc3ccccc32)cc1C ?
NPSR antag: 15%; GAA inh: 4%; Tau fluor counter: -1%; Epigenetic reg: -5.3%; aGal spleen mod: -3%; ALDH1A1 inh: inconclusive; GAA glycogen mod: 3%; GAA spleen mod: 0%

What do the screens show for `CSCc1cc(N2CCOCC2)nc(SCc2ccc(Cl)c(Cl)c2)n1`?
NPSR antag: -28%[46.1 µM]; GAA inh: inconclusive; Tau fluor counter: -13%; Epigenetic reg: 0.0%; aGal spleen mod: 5%; ALDH1A1 inh: inconclusive; GAA glycogen mod: -6%; GAA spleen mod: 7%

What do the screens show for `Oc1c(C(c2ccccn2)N2CCOCC2)ccc2cccnc12` (stereo unspecified)?
NPSR antag: -20%[46.1 µM]; GAA inh: -8%; Tau fluor counter: -15%; Epigenetic reg: 0.0%; aGal spleen mod: -9%; ALDH1A1 inh: 3%; GAA glycogen mod: 0%; GAA spleen mod: -8%

Results for CC(CCc1ccccc1)NC(=O)c1ccc(NC(=O)c2ccc(Cl)cc2Cl)cc1 (stereo unspecified) ?
NPSR antag: -2%; GAA inh: 7%; Tau fluor counter: -7%; Epigenetic reg: 1.0%; aGal spleen mod: -8%; ALDH1A1 inh: 11%; GAA glycogen mod: 10%; GAA spleen mod: -6%

How did Cc1ccc2cc(/C=N/NC(=O)c3ccc(F)cc3)c(Cl)nc2c1 do in these assays?
NPSR antag: -5%; GAA inh: inconclusive; Tau fluor counter: -5%; Epigenetic reg: 0.0%; aGal spleen mod: 1%; ALDH1A1 inh: 6%; GAA glycogen mod: 2%; GAA spleen mod: 1%

What do the screens show for `COc1cccc2c(=O)ccoc12`?
NPSR antag: 5%[46.1 µM]; GAA inh: -1%; Tau fluor counter: -1%; Epigenetic reg: -2.8%; aGal spleen mod: 2%; ALDH1A1 inh: inconclusive; GAA glycogen mod: -1%; GAA spleen mod: -3%

What do the screens show for `Cc1ccc2c(c1)sc(C)[n+]2CCCS(=O)(=O)[O-]`?
NPSR antag: 18%; GAA inh: 7%; Tau fluor counter: 3%; Epigenetic reg: 3.7%; aGal spleen mod: 13%; ALDH1A1 inh: inconclusive; GAA glycogen mod: 6%; GAA spleen mod: 9%

Gathered by group, the compounds so far containing an NH in an aromatic ring.
Results for Cc1ccccc1CC1(CO)CCCN(Cc2cn[nH]c2-c2ccccc2)C1 (stereo unspecified) ?
NPSR antag: 26%; Tau fluor counter: 11%; Epigenetic reg: -1.2%; aGal spleen mod: -6%; ALDH1A1 inh: 1%; GAA glycogen mod: 0%; GAA spleen mod: -5%

Results for Cc1cc2nc(CCN(C(=S)NCC3CCCO3)C3CCCC3)[nH]c2cc1C (stereo unspecified) ?
NPSR antag: inconclusive; GAA inh: 6%; Tau fluor counter: -8%; Epigenetic reg: -0.5%; aGal spleen mod: -6%; ALDH1A1 inh: -12%; GAA glycogen mod: -21%; GAA spleen mod: -20%
